Large T inhibition: TAg ATPase/helicase activity blockers – biochemical (AID 1903) | SV40 large T antigen ATPase/helicase inhibition assay; higher % means a stronger effect | inhibition, % at 20 µM, or IC50 in µM where a hit was titrated | actives 0.39% (n = 310,000); in the data active = a potency from the dose series; inconclusive = inhibition mostly from about 32% at the one dose, without a potency; inactive = the rest, 99 in 100 with inhibition below about 32%; also: strong numbers were not always called active
West Nile virus CPE: West Nile virus antiviral activity, cell-based, CPE readout (AID 1621); West Nile virus-infected cells, CPE inhibition; higher % means a stronger effect; one-dose CPE inhibition, % at 10 µM; IC50 in µM for titrated hits; actives 0.02% (n = 290,000); in the data active = a potency from the dose series; inconclusive = CPE inhibition mostly from about 3.7% at the one dose, without a potency; inactive = the rest, 99 in 100 with CPE inhibition below about 2.2%; also: strong numbers were not always called active
bCat nuc transl: beta-catenin nuclear translocation modulation. nuclear translocation activity, % at 5 µM. HeLa beta-catenin nuclear translocation, immunofluorescence imaging. actives 0.3% (n = 190,000);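 active = nuclear translocation activity above 50% at 5 µM, with a well cell count of 50 or more; inconclusive = wells under 50 cells across six images, flagged as toxic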;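 also: per-cell ratio of nuclear to cytoplasmic median beta-catenin stain intensity; plate controls were DMSO negative control for no effect and GSK-3 inhibitor IX positive control for full effect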
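Test system: HeLa cells, endogenous beta-catenin; Compound: single 5 µM dose plus 0.02–20 µM confirmation series; Times: compound exposure 24 h at 37°C; Signal: fluorescence imaging of beta-catenin antibody stain plus DAPI; Read-out: % activation, nuclear-to-cytoplasmic median beta-catenin signal ratio per cell.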
Myeloid diff MLP: myeloid differentiation induction; actives 1% (n = 360,000); ER-HoxA9 myeloid progenitors, lysozyme-GFP differentiation, flow cytometry; AID 624256; calls only at 10 µM;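 active = normalized GFP-positive differentiation at or above the plate's own cutoff, the solvent-only control mean plus 3 SD; inconclusive = no clear call, values can overlap the other calls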;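 also: cells exposed to compound for four days before flow analysis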
MgcRacGAP inhibition: MgcRacGAP GTPase-activating activity inhibitors, confirmation, biochemical, ADP Hunter fluorescence; MgcRacGAP-stimulated Rac1 GTP hydrolysis, ADP Hunter fluorescence; higher % means a stronger effect; GST-tagged Rac1 F28L mutant substrate; inhibition, % at 30 µM; hits with a dose series show IC50 in µM; actives 0.6% (n = 340,000); AID 624330;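 active = first-screen hits whose inhibition reached a set limit at any dose in the follow-up dose series; inconclusive = inhibition above the set first-screen limit but never retested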;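 also: fluorescence reports GDP produced by GAP-driven GTP hydrolysis; strong numbers were not always called active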
WT yeast gro inh: growth inhibition of WT yeast, mitochondrial fusion screen; mitochondrial fusion phenotypic screen, WT strain; inhibition, % at 10 µM; actives 2.1% (n = 190,000); AID 1362; in the data active = inhibition above about 58%; tested in S. cerevisiae
RSV CPE inhibition: RSV antiviral activity via CPE protection, HEp-2 cells, primary 10 µM value included (AID 2391); HEp-2 cells, RSV-induced CPE inhibition; higher % means a stronger effect; one-dose CPE inhibition, % at 10 µM; IC50 in µM for titrated hits; actives 0.13% (n = 310,000); in the data active = a potency from the dose series; inconclusive = CPE inhibition mostly from about 23% at the one dose, without a potency; inactive = the rest, 99 in 100 with CPE inhibition below about 21%; also: strong numbers were not always called active
PhoP inhibition: inhibitors of PhoP regulon expression, primary screen, Salmonella Typhimurium, GFP reporter (AID 1863); S. Typhimurium PhoP-regulated promoter GFP reporter, 4 h; higher % means a stronger effect; inhibition, % at 50 µM; hits with a dose series show IC50 in µM; actives 0.16% (n = 300,000);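 active = inhibition over 29.93%, a cutoff 3 SD above the screen mean, later confirmed by dose response; inconclusive = inhibition over 29.93% but no dose response follow-up; inactive = inhibition at most 29.93% or unconfirmed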;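 also: 0% = low Mg2+ inducing control and 100% = high Mg2+ repressing control; strong numbers were not always called active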
T cell modulator: T cell immune modulation candidate. 2C CD8+ T cell-vesicle binding, flow cytometry; stronger effect = lower value. calls only at 7 µM. actives 0.068% (n = 330,000);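 active = response, share of CD8 T cells binding vesicles, and their 90th percentile fluorescence all below set limits, cut at about 80% in these data, passing the limit was not always enough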
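Benchmarks: naked versus QL9-loaded vesicles / Assay system: purified 2C TCR transgenic mouse naive CD8+ T cells / Technique: high-throughput flow cytometry with anti-B7-1 and anti-CD8 staining / Timing: Cell–vesicle co-incubation 1.5 h at 37 °C, staining 20 min on ice / Read-out: percent CD8+ FL2 mean versus row control / Probe or stimulus: QL9-loaded Drosophila micro-vesicles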
WT yeast gro inh mutant strain: recorded beside WT yeast gro inh, whose call it bears; inhibition, %; mitochondrial fusion phenotypic screen, mutant strain inhibition
bCat nuc transl cell count 5 µM: further read-out of bCat nuc transl, marked with its call; cell count; measured here: cell count, cytotoxicity flag
T cell modulator vesicle-bound %: further read-out of T cell modulator, marked with its call; double positive events, %; measured here: CD8+ vesicle-bound cell fraction;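 binding gate set so that unloaded-vesicle control wells show 10% double positive cells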
Myeloid diff MLP GFP+ MAC1+ %: further read-out of Myeloid diff MLP, marked with its call; GFP+ MAC1+ double positive, %; measured here: differentiation confirmed by MAC1 staining
An asterisk follows results filed as active; & = joins results of further samples.

CC1(C)CC(NC(=O)Nc2ccc([N+](=O)[O-])cc2)CC(C)(C)N1 was read as Large T inhibition 7.5%, West Nile virus CPE 0.1%, bCat nuc transl -0.2, Myeloid diff MLP inactive, MgcRacGAP inhibition 14.1%, WT yeast gro inh -37.5, RSV CPE inhibition -1.1%, PhoP inhibition -14.4%, T cell modulator inactive, WT yeast gro inh mutant strain -22.3, bCat nuc transl cell count 5 µM 1092, T cell modulator vesicle-bound % 33.5 and Myeloid diff MLP GFP+ MAC1+ % 0.5.
C=CCc1ccc(OCCCN2CCCC(C)C2)c(OC)c1 (stereo unspecified) was read as Large T inhibition 1.1%, West Nile virus CPE 0.3%, bCat nuc transl 4.3, Myeloid diff MLP inactive, MgcRacGAP inhibition 13.7%, WT yeast gro inh 0.1, RSV CPE inhibition -0.8%, PhoP inhibition -7.8%, T cell modulator inactive, WT yeast gro inh mutant strain 19.9, bCat nuc transl cell count 5 µM 1028, T cell modulator vesicle-bound % 22.5 and Myeloid diff MLP GFP+ MAC1+ % 0.0.
`COc1ccccc1-c1cn[nH]c(=S)n1` gave Large T inhibition 6.7%, West Nile virus CPE 0.3%, bCat nuc transl -3.7, Myeloid diff MLP inactive, MgcRacGAP inhibition 8.6%, WT yeast gro inh 23.8, RSV CPE inhibition 0.9%, PhoP inhibition -16.6%, T cell modulator inactive, WT yeast gro inh mutant strain -1.9, bCat nuc transl cell count 5 µM 1105, T cell modulator vesicle-bound % 50.1 and Myeloid diff MLP GFP+ MAC1+ % 1.2.
For CCc1noc(C)c1C(=O)N(C)CC(=O)Nc1ccccc1Br the results were Large T inhibition 6.4%, Myeloid diff MLP inactive, MgcRacGAP inhibition 8.0%, RSV CPE inhibition 4.2%, PhoP inhibition 3.1%, T cell modulator inactive, T cell modulator vesicle-bound % 54.3 and Myeloid diff MLP GFP+ MAC1+ % 0.5.
For CS(=O)(=O)Nc1ccc([N+](=O)[O-])cc1Oc1ccccc1 the results were Large T inhibition 15.4%&14.4%, West Nile virus CPE 0.3%, bCat nuc transl -3.7, Myeloid diff MLP inactive, MgcRacGAP inhibition 8.0%, WT yeast gro inh -6.8, RSV CPE inhibition 1.6%, PhoP inhibition 4.3%&3.8%, T cell modulator inactive, WT yeast gro inh mutant strain -3.4, bCat nuc transl cell count 5 µM 604, T cell modulator vesicle-bound % 27.5 and Myeloid diff MLP GFP+ MAC1+ % 2.0.
CCC(C)[C@H](NC(=O)N1CCN(C)CC1)C(=O)OC (stereo partly specified) was read as Large T inhibition 23.7%, West Nile virus CPE 0.2%, bCat nuc transl -1.4, Myeloid diff MLP inactive, MgcRacGAP inhibition 3.8%, WT yeast gro inh 7.7, RSV CPE inhibition 1.2%, PhoP inhibition -3.5%, T cell modulator inactive, WT yeast gro inh mutant strain 4.0, bCat nuc transl cell count 5 µM 1092, T cell modulator vesicle-bound % 58.1 and Myeloid diff MLP GFP+ MAC1+ % 0.5.
Screening COc1ccc2nc(N3CCCC(C(=O)NCCc4ccc(OC)c(OC)c4)C3)sc2c1 (stereo unspecified) returned Large T inhibition 10.6%, West Nile virus CPE 0.3%, Myeloid diff MLP inactive, MgcRacGAP inhibition 6.2%, RSV CPE inhibition 6.3%, PhoP inhibition -0.8%, T cell modulator inactive, T cell modulator vesicle-bound % 43.4 and Myeloid diff MLP GFP+ MAC1+ % 0.4.
For COC(=O)c1ccc(CN2CCC(Oc3ccc(C(=O)N4CCCCC4)cc3)CC2)cc1 the results were Large T inhibition 9.1%, West Nile virus CPE -1.6%, Myeloid diff MLP inactive, MgcRacGAP inhibition 6.0%, RSV CPE inhibition 3.6%, PhoP inhibition -2.7%, T cell modulator inactive, T cell modulator vesicle-bound % 35.7 and Myeloid diff MLP GFP+ MAC1+ % 2.3.
CC1(C)CC(=O)C2=C(C1)N(CCN1CCOCC1)C1=C(C(=O)CC(C)(C)C1)C2c1ccc(Cl)c([N+](=O)[O-])c1 was read as Large T inhibition 6.1%, West Nile virus CPE -1.1%, bCat nuc transl 0.5, Myeloid diff MLP inactive, MgcRacGAP inhibition -2.8%, WT yeast gro inh 4.1, RSV CPE inhibition -2.3%, PhoP inhibition 0.6%, T cell modulator inactive, WT yeast gro inh mutant strain 17.5, bCat nuc transl cell count 5 µM 1047, T cell modulator vesicle-bound % 30.3 and Myeloid diff MLP GFP+ MAC1+ % 0.7.
`CCOc1cc2c(cc1OCC)C(C(=O)O)C(c1cc(OC)c(OC)c(OC)c1)N(C)C2=O` (stereo unspecified) gave Large T inhibition 0.9%, West Nile virus CPE 0.2%, bCat nuc transl -0.6, Myeloid diff MLP inactive, MgcRacGAP inhibition 6.0%, WT yeast gro inh -3.7, RSV CPE inhibition 0.8%, PhoP inhibition 8.1%, T cell modulator inactive, WT yeast gro inh mutant strain 96.8, bCat nuc transl cell count 5 µM 1231, T cell modulator vesicle-bound % 4.6 and Myeloid diff MLP GFP+ MAC1+ % 0.3.
CC(C)CCn1c(SCc2ccc(Cl)cc2)nc2c1c(=O)[nH]c(=O)n2C was read as Large T inhibition 3.4%, West Nile virus CPE -0.4%, bCat nuc transl 1.0, Myeloid diff MLP inactive, MgcRacGAP inhibition 6.5%, WT yeast gro inh 23.7, RSV CPE inhibition 0.1%, PhoP inhibition 7.1%, T cell modulator inactive, WT yeast gro inh mutant strain 23.6, bCat nuc transl cell count 5 µM 850, T cell modulator vesicle-bound % 29.1 and Myeloid diff MLP GFP+ MAC1+ % 8.6.
`Cc1ccc(CCNC(=O)NC(C)(C)C)cc1` gave Large T inhibition 5.8%, West Nile virus CPE 0.3%, Myeloid diff MLP inactive, MgcRacGAP inhibition 5.2%, WT yeast gro inh 7.0, RSV CPE inhibition 1.8%, PhoP inhibition -2.2%, T cell modulator inactive, WT yeast gro inh mutant strain 5.8, T cell modulator vesicle-bound % 34.3 and Myeloid diff MLP GFP+ MAC1+ % 1.0.
`CCc1cc2c(-c3ccccc3)cc(=O)oc2cc1OCC(=O)NCC1CCC(C(=O)O)CC1` (stereo unspecified) gave West Nile virus CPE 0.3%, Myeloid diff MLP inactive, MgcRacGAP inhibition 1.2%, RSV CPE inhibition 4.7%, T cell modulator inactive, T cell modulator vesicle-bound % 7.3 and Myeloid diff MLP GFP+ MAC1+ % 2.4.
Screening Cc1ccc(Nc2nc3ccccc3o2)cc1F returned Large T inhibition 12.8%, West Nile virus CPE 0.0%, Myeloid diff MLP inactive, MgcRacGAP inhibition 1.1%, WT yeast gro inh 17.8, RSV CPE inhibition 22.2%, PhoP inhibition 4.2%, T cell modulator inactive, WT yeast gro inh mutant strain 6.3, T cell modulator vesicle-bound % 44.4 and Myeloid diff MLP GFP+ MAC1+ % 0.7.
`Cc1ccc(C)c(S(=O)(=O)N2CCN(C(=O)Cn3cnc4c3c(=O)n(C)c(=O)n4C)CC2)c1` gave Large T inhibition 6.6%, West Nile virus CPE -0.1%, Myeloid diff MLP inconclusive, MgcRacGAP inhibition 3.2%, RSV CPE inhibition 1.2%, PhoP inhibition 1.6%, T cell modulator inactive and T cell modulator vesicle-bound % 33.3.
Cc1ccc(S(=O)(=O)N(C)C)cc1NC(=O)COc1ccc(-c2nnco2)cc1 was read as Large T inhibition 8.4%, West Nile virus CPE 0.2%, bCat nuc transl 0.6, Myeloid diff MLP inactive, MgcRacGAP inhibition 10.0%, RSV CPE inhibition 0.3%, PhoP inhibition 4.5%, T cell modulator inactive, bCat nuc transl cell count 5 µM 1281, T cell modulator vesicle-bound % 8.7 and Myeloid diff MLP GFP+ MAC1+ % 0.1.
For COc1ccccc1N1CCN(C(=O)C2CC2)CC1 the results were Large T inhibition 1.6%, Myeloid diff MLP inactive, RSV CPE inhibition -0.5%, T cell modulator inactive, T cell modulator vesicle-bound % 31.5 and Myeloid diff MLP GFP+ MAC1+ % 0.1.
For Cc1csc(NC(=O)/C=C/c2ccc3c(c2)OCO3)n1 the results were Large T inhibition 9.8%, West Nile virus CPE -0.7%, bCat nuc transl -2.3, Myeloid diff MLP inactive, MgcRacGAP inhibition 6.6%, WT yeast gro inh 11.8, RSV CPE inhibition 0.1%, PhoP inhibition -8.5%, T cell modulator inactive, WT yeast gro inh mutant strain -9.3, bCat nuc transl cell count 5 µM 996, T cell modulator vesicle-bound % 28.1 and Myeloid diff MLP GFP+ MAC1+ % 0.8.
Screening CCn1c(=O)c2sccc2n2c(CCCC(=O)NCc3cccnc3)nnc12 returned Large T inhibition 12.2%, West Nile virus CPE -0.1%, Myeloid diff MLP inactive, MgcRacGAP inhibition -5.3%, RSV CPE inhibition 2.7%, PhoP inhibition -6.5%, T cell modulator inactive, T cell modulator vesicle-bound % 32.7 and Myeloid diff MLP GFP+ MAC1+ % 2.8.
Screening Cc1ccc(NC2Nc3cc(C)nn3S2)c(C)c1 (stereo unspecified) returned Large T inhibition 10.9%, West Nile virus CPE -1.0%, bCat nuc transl -0.9, Myeloid diff MLP inactive, MgcRacGAP inhibition 1.3%, WT yeast gro inh -6.1, RSV CPE inhibition 0.4%, PhoP inhibition 2.2%, T cell modulator inactive, WT yeast gro inh mutant strain 10.6, bCat nuc transl cell count 5 µM 1090, T cell modulator vesicle-bound % 43.5 and Myeloid diff MLP GFP+ MAC1+ % 0.7.
Cc1ccc(Nc2nc(CSc3nnc(-c4ccncc4)n3-c3ccccc3C)cs2)cc1 was read as Large T inhibition -32.4%, West Nile virus CPE 0.5%, bCat nuc transl -0.8, Myeloid diff MLP inactive, MgcRacGAP inhibition 8.8%, WT yeast gro inh 44.6, RSV CPE inhibition 6.9%, PhoP inhibition 18.6%, T cell modulator inactive, WT yeast gro inh mutant strain -2.0, bCat nuc transl cell count 5 µM 1079, T cell modulator vesicle-bound % 37.7 and Myeloid diff MLP GFP+ MAC1+ % 0.4.

Screens from PubChem BioAssay.
